MEKK3 PB1 HTS = MEKK3-MEK5 PB1 interaction, increase or decrease; 290,000 tested, 1.4% active; binding response (% of control), % at 10 µM; Q99759; bead-based flow cytometry, Alexa488-MEK5 binding to MEKK3; actives lie on both sides; 0 = blocked by unlabeled MEK5, 100 = vehicle;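 active means binding response more than 3 SD above or below the average of its plate-row segment, actives on both sides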;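 further: Alexa488 bead fluorescence after subtracting the streptavidin-only scavenger bead signal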
GalR3 antagonist = antagonists of human GalR3; HEK293 GalR3-CNG cAMP membrane potential fluorescence; galR3 body fused to GalR1 C-terminus; O60755; 360,000 tested, 0.44% active; inhibition, % at 3 µM;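 active means inhibition above the screen-wide average plus 3 SD, cut at about 13% in these data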;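 further: forskolin and galanin both at EC90 stimulate the cells; cAMP rise reported by CNG channel membrane potential dye signal; 0% = forskolin plus galanin with DMSO and 100% = forskolin alone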
OXTR agonist = human OXTR agonism. P30559. CHO-OTR cells, Fluo-8 calcium fluorescence; normalized: DMSO 0%, oxytocin 100%. activation, % at 3 µM. 320,000 tested, 0.32% active. AID 2435;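 active means activation above the mean of all tested compounds plus 3 SD, cutoff set per screening run, cut at about 20% in these data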;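 further: peak over basal fluorescence ratio from a 100 s FLIPR kinetic read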
NALP1 yeast inh = NALP1 inhibition; S. cerevisiae NALP1/ASC/caspase-1 growth, X-gal OD620, 72 h; inhibition, % at 10 µM; 280,000 tested, 0.61% active; AID 2071; in the data active means inhibition mostly above about 24%, no sharp cut-off; inactive means mostly below about 32%; further: some compounds called inactive have numbers as strong as hits
PHOSPHO1 block = inhibitors of human PHOSPHO1 phosphatase; Q8TCT1; recombinant PHOSPHO1, absorbance phosphatase assay; inhibition, % at 13.3 µM; 290,000 tested, 1.1% active; AID 1565; in the data active means inhibition above about 60%
Target sequence (Q8TCT1 whole entry, looked up): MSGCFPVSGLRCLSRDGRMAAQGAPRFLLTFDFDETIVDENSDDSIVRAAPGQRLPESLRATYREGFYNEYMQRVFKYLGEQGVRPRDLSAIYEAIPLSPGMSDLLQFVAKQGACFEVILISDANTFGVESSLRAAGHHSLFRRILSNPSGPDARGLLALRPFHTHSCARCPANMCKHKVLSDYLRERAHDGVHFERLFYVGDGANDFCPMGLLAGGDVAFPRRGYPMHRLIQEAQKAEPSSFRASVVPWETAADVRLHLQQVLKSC
V1aR counter = V1a receptor agonism, counter-screen for OXTR agonists; P37288; CHO-V1R cells, Fluo-8 calcium fluorescence, agonist mode; 0% DMSO, 100% 3 nM vasopressin; activation, % at 3 µM; 320,000 tested, 0.25% active;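 active means activation above the mean activation of all tested compounds plus 3 SD, per screening run, cut at about 20% in these data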;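 further: signal is peak over basal fluorescence ratio across a 100 second FLIPR read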
Target sequence (P37288 whole entry, looked up): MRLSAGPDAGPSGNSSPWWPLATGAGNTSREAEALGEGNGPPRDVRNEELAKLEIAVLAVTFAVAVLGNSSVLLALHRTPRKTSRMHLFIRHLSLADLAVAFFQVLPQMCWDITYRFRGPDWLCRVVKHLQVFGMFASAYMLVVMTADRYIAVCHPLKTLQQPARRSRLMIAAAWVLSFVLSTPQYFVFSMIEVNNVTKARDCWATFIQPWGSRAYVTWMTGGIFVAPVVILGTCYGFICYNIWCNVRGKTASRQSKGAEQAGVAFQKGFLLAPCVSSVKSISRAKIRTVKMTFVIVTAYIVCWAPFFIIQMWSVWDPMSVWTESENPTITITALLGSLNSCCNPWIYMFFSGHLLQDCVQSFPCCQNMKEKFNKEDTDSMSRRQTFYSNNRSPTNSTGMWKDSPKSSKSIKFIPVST
MEKK2mut PB1 HTS = signal of MEK5 binding to mutant human MEKK2 PB1 domain; bead flow cytometry, Alexa488-MEK5 binding to MEKK2 mutant; 290,000 tested, 0.35% active; AID 1530; percent response, % at 10 µM; in the data active means percent response above about 24%, passing the limit was not always enough; further: inactives centre near 1; some results filed as inactive read as strong as hits; reference of the scale not given here
MEKK2 WT-MEK5 = raises or lowers MEK5 binding to wildtype human MEKK2 PB1 domain. bead flow cytometry, Alexa488-MEK5 binding to MEKK2 WT; actives lie on both sides. binding response (% of control), % at 10 µM. 290,000 tested, 1.1% active; in the data active means binding response below about 67% or above about 130%
GPR7 antagonist = antagonists of human GPR7 (neuropeptides B/W receptor 1); GPR7-expressing cells, fluorescence antagonist assay; inhibition, % at 4.4 µM; 290,000 tested, 1.1% active; in the data active means inhibition above about 16%, passing the limit was not always enough;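 further: cells stimulated with the agonist NPW; 0% = agonist with vehicle and 100% = vehicle without agonist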
Numbers without * were called inactive; nt = not tested or not shown.

1) CC(C)c1ccc(/C=C2\SC(N3CCCC3)=NC2=O)cc1
2) Cc1cc(/N=C/N(C)C)on1
3) COC(=O)c1ccc(-n2c(C)cc(C(=O)COC(=O)CC3Sc4ccccc4NC3=O)c2C)cc1 (configuration not stated)
4) COc1ccc(CCN2C(=O)C3C4C=CC(C5CC45)C3C2=O)cc1OC (configuration not stated)
5) CSc1ccc(NC(=O)NCCCN2CCN(c3ccccc3F)CC2)cc1
6) COc1ccc(OC)c(NC(=O)c2ccc(CSc3nnc(C)s3)cc2)c1
assay / compound | 1 | 2 | 3 | 4 | 5 | 6
MEKK3 PB1 HTS | 94 | 107 | 99 | 94 | 97 | 102
GalR3 antagonist | 3 | -7 | 2 | 1 | nt | -1
OXTR agonist | -1.4 | 0.9 | 1.5 | 1.9 | 2.6 | -1.5
NALP1 yeast inh | 44 | -9 | 35 | 3 | 5 | 17
PHOSPHO1 block | -7 | 7 | 6 | 37 | 6 | 34
V1aR counter | -0.5 | 0.9 | 3.4 | 0.9 | 11 | 1.2
MEKK2mut PB1 HTS | -1 | 6 | -2 | -7 | 7 | 0
MEKK2 WT-MEK5 | 95 | 112 | 100 | 93 | 111 | 94
GPR7 antagonist | -5 | -17 | -14 | -5 | 7 | 2

7) C/C(Cc1ccccc1)=N/NC(=O)CNC(=O)C(c1ccccc1)c1ccccc1
8) COCc1nc2oc3ccc(F)cc3c(=O)c2cc1C(=O)OC
9) CC1CCCC(NC(=O)C2CCN(S(=O)(=O)N3CCC4(CC3)OCCO4)CC2)C1C (configuration not stated)
10) COc1cc2c(cc1OC)CN(C(=O)c1cc(=O)c3ccccc3o1)CC2
11) O=C(NCCc1c[nH]c2ccccc12)/C(=C/c1cccnc1)NC(=O)c1ccco1
12) Cc1c(C(=O)N2CCN(c3ccc([N+](=O)[O-])cc3)CC2)sc2ncn(CC(=O)N3CCOCC3)c(=O)c12
assay / compound | 7 | 8 | 9 | 10 | 11 | 12
MEKK3 PB1 HTS | 91 | 99 | nt | 98 | 99 | 101
GalR3 antagonist | -4 | -10 | -1 | -2 | -6 | -8
OXTR agonist | -1.4 | nt | 0.0 | 0.1 | 0.6 | -0.2
NALP1 yeast inh | 21 | -3 | 10 | -12 | 2 | 1
PHOSPHO1 block | 16 | nt | 41 | 3 | 51 | 17
V1aR counter | 0.6 | nt | 0.7 | 0.9 | 0.4 | 0.6
MEKK2mut PB1 HTS | -24 | 0 | nt | 1 | -3 | 2
MEKK2 WT-MEK5 | 90 | 102 | nt | 95 | 103 | 104
GPR7 antagonist | 6 | -4 | 2 | -7 | -4 | -5

13) CC(C)Oc1ccc(C(CC(=O)O)Cc2ccccc2)cc1 (configuration not stated)
14) Cc1c(C(=O)N/N=C/c2ccccc2)[nH]c2c([N+](=O)[O-])cccc12
15) CCN(C(=S)NC(=O)C1CCCC1)C1CCCCC1
16) COc1ccc2[nH]c3c(c2c1)CCNC3C1CC=C(C)CC1 (configuration not stated)
17) Cc1ccc(C2CC(c3ccco3)n3ncnc3N2)cc1 (configuration not stated)
18) CCOc1ccccc1C(=O)N(Cc1ccco1)C1CCS(=O)(=O)C1 (configuration not stated)
assay / compound | 13 | 14 | 15 | 16 | 17 | 18
MEKK3 PB1 HTS | 103 | 106 | 103 | 109 | 100 | 95
GalR3 antagonist | -10 | -1 | -5 | -8 | 0 | -1
OXTR agonist | -0.4 | 0.7 | -2.5 | 7.2 | -0.8 | -0.8
NALP1 yeast inh | 14 | 10 | -12 | 24 | 8 | -1
PHOSPHO1 block | 20 | 7 | -99 | 37 | -2 | 13
V1aR counter | 0.2 | -0.6 | -0.6 | 2.2 | 0.1 | 0.7
MEKK2mut PB1 HTS | 4 | 2 | 2 | -1 | 0 | -2
MEKK2 WT-MEK5 | 105 | 99 | 101 | 109 | 99 | 94
GPR7 antagonist | -7 | -18 | -4 | 9 | -2 | -1

Entries from the list above that have a halogen, in the order listed:
5) CSc1ccc(NC(=O)NCCCN2CCN(c3ccccc3F)CC2)cc1
8) COCc1nc2oc3ccc(F)cc3c(=O)c2cc1C(=O)OC
assay / compound | 5 | 8
MEKK3 PB1 HTS | 97 | 99
GalR3 antagonist | nt | -10
OXTR agonist | 2.6 | nt
NALP1 yeast inh | 5 | -3
PHOSPHO1 block | 6 | nt
V1aR counter | 11 | nt
MEKK2mut PB1 HTS | 7 | 0
MEKK2 WT-MEK5 | 111 | 102
GPR7 antagonist | 7 | -4

Further compounds
19) Cc1occc1C(=O)N/N=C/C=C/c1ccc(N(C)C)cc1
20) NNC(=O)c1oc2nc(-c3cccs3)cc(-c3ccco3)c2c1N
21) O=C(O)c1ccc(Nc2ncnc3c2cnn3Cc2ccccc2)cc1
22) O=C(O)c1cccnc1Sc1ccccc1
23) O=C(OCC1OC(n2ccc(=O)[nH]c2=O)C(Cl)C1O)c1ccccc1 (configuration not stated)
24) NC(=O)N/N=C/c1ccccc1OCC(=O)NCc1ccccc1
assay / compound | 19 | 20 | 21 | 22 | 23 | 24
MEKK3 PB1 HTS | 103 | 104 | 99 | 99 | 102 | 88
GalR3 antagonist | 1 | -13 | 3 | 3 | -7 | -1
OXTR agonist | -0.6 | 2.7 | -1.4 | 0.5 | nt | -0.3
NALP1 yeast inh | -1 | -5 | 4 | 30 | 0 | 40
PHOSPHO1 block | 29 | 36 | -8 | -10 | 39 | -8
V1aR counter | 0.6 | 2.0 | 0.2 | 1.1 | nt | 0.3
MEKK2mut PB1 HTS | 8 | 7 | -4 | -2 | 5 | -4
MEKK2 WT-MEK5 | 107 | 104 | 95 | 98 | 101 | 87
GPR7 antagonist | -1 | -14 | 7 | -6 | -2 | 1

25) CCCN1C2=NS(=O)(=O)CCN2c2ccccc21
26) Oc1ccc(/C=N/N2CCN(C3c4ccccc4-c4ccccc43)CC2)cc1O
27) Cc1ccc(NC(=O)c2nc[nH]c2C(=O)N[C@@H](C)C(=O)OC(C)(C)C)cc1
28) COC(=O)c1ccc(CSc2nc3ccccc3c(=O)n2Cc2ccco2)o1
29) COc1ccc(C(=O)Nn2c(SCC(=O)N3CCC(C)CC3)nc3ccccc3c2=O)cc1
30) Cc1cc(C)c2c(CN3CCN(CCO)CC3)cc(=O)oc2c1
assay / compound | 25 | 26 | 27 | 28 | 29 | 30
MEKK3 PB1 HTS | 100 | 78 | 99 | 99 | 106 | 71
GalR3 antagonist | 2 | -4 | 5 | -11 | -6 | -4
OXTR agonist | 0.0 | -0.6 | -2.3 | 1.5 | -2.3 | 2.0
NALP1 yeast inh | 23 | 9 | 13 | 33 | -6 | 9
PHOSPHO1 block | -13 | 32 | 13 | -3 | 12 | 35
V1aR counter | -0.1 | 0.2 | -0.8 | 9.9 | -1.1 | 0.9
MEKK2mut PB1 HTS | 0 | -25 | 1 | -3 | 4 | -18
MEKK2 WT-MEK5 | 99 | 85 | 95 | 99 | 96 | 78
GPR7 antagonist | -7 | -1 | nt | -4 | -15 | -5

31) CCOC(=O)CCCNC(=O)CCNC(=O)c1ccc(OCC)cc1
32) CCOc1ccccc1NC(=O)CSC1=NN2CCCC(=O)N=C2S1
33) O=C(CCn1cncn1)N1CCCC(N2CCN(c3cccc(C(F)(F)F)c3)CC2)C1 (configuration not stated)
34) COc1ccc(NC(=O)c2ccc3c(c2)CCN3S(=O)(=O)c2ccccc2)c(OC)c1
35) CCOC(=O)c1oc2ccccc2c1CN1CCCCC1
36) Cc1ccc(N2C(=O)c3ccccc3C2C(=O)c2cc(C)ccc2O)cc1 (configuration not stated)
37) O=C(CCc1nnc(-c2ccc(-c3ccccc3)cc2)o1)N1CCCCC1
38) Cc1ccc(-n2ncc3c2CCCC3NC(=O)CCC2=NNC(=O)CC2)cc1C (configuration not stated)
assay / compound | 31 | 32 | 33 | 34 | 35 | 36 | 37 | 38
MEKK3 PB1 HTS | 93 | 97 | 99 | 103 | 104 | 97 | 98 | 97
GalR3 antagonist | -3 | -8 | 0 | 0 | -6 | -10 | -8 | -2
OXTR agonist | -1.3 | 3.5 | -0.8 | 0.7 | 0.3 | -0.9 | 8.9 | -1.0
NALP1 yeast inh | 4 | 17 | 9 | 19 | 4 | 27 | 16 | 12
PHOSPHO1 block | 6 | 26 | 19 | 22 | 53 | 13 | 26 | 38
V1aR counter | 0.3 | 7.9 | 0.0 | 1.5 | -0.1 | -0.1 | 9.0 | -0.2
MEKK2mut PB1 HTS | -8 | -1 | 1 | -1 | 6 | -2 | -4 | 8
MEKK2 WT-MEK5 | 93 | 94 | 107 | 96 | 101 | 96 | 97 | 99
GPR7 antagonist | -10 | -3 | -5 | 4 | 6 | 5 | -16 | -17

Compounds shown so far that have an aryl methoxy group (six):
4) COc1ccc(CCN2C(=O)C3C4C=CC(C5CC45)C3C2=O)cc1OC (configuration not stated)
6) COc1ccc(OC)c(NC(=O)c2ccc(CSc3nnc(C)s3)cc2)c1
10) COc1cc2c(cc1OC)CN(C(=O)c1cc(=O)c3ccccc3o1)CC2
16) COc1ccc2[nH]c3c(c2c1)CCNC3C1CC=C(C)CC1 (configuration not stated)
29) COc1ccc(C(=O)Nn2c(SCC(=O)N3CCC(C)CC3)nc3ccccc3c2=O)cc1
34) COc1ccc(NC(=O)c2ccc3c(c2)CCN3S(=O)(=O)c2ccccc2)c(OC)c1
assay / compound | 4 | 6 | 10 | 16 | 29 | 34
MEKK3 PB1 HTS | 94 | 102 | 98 | 109 | 106 | 103
GalR3 antagonist | 1 | -1 | -2 | -8 | -6 | 0
OXTR agonist | 1.9 | -1.5 | 0.1 | 7.2 | -2.3 | 0.7
NALP1 yeast inh | 3 | 17 | -12 | 24 | -6 | 19
PHOSPHO1 block | 37 | 34 | 3 | 37 | 12 | 22
V1aR counter | 0.9 | 1.2 | 0.9 | 2.2 | -1.1 | 1.5
MEKK2mut PB1 HTS | -7 | 0 | 1 | -1 | 4 | -1
MEKK2 WT-MEK5 | 93 | 94 | 95 | 109 | 96 | 96
GPR7 antagonist | -5 | 2 | -7 | 9 | -15 | 4

Assay outcomes deposited in PubChem BioAssay by several laboratories.

Hits appear at their usual frequency; any-hit rate near 5.4%.
